# Screening results from PubChem.
# SRC3 TRFRET art: TR-FRET detection interference compounds, artefact control for PPARgamma SRC-3 recruitment agonists, biochemical, TR-FRET ratio. TR-FRET artefact counter-screen, PPARgamma/SRC-3 format; stronger effect = higher value. TR-FRET ratio at 8 µM. actives 0.39% (n = 99,000). AID 1048, 2008; in the data active = TR-FRET ratio above about 2000; note: inactives centre near 1600
# SRC1 TRFRET art: TR-FRET detection interference compounds, primary screen, artefact control for PPARgamma SRC-1 recruitment agonists, biochemical, TR-FRET emission ratio; TR-FRET ratio at 8 µM; actives 0.34% (n = 99,000); AID 1051, 2008; TR-FRET detection artefact counter-screen; stronger effect = higher value; in the data active = TR-FRET ratio above about 2300; note: inactives centre near 1800
# Active calls of the source: *. Not all compounds are listed, so the mix of outcomes need not match the whole.
# Sample of the layout:
SMILES,SRC3 TRFRET art,SRC1 TRFRET art
O=C(Cc1cc(=O)[nH]c(=O)[nH]1)N1CCN(C(=O)c2ccco2)CC1,1641,1546
OC(CNC1CCCCC1)COCCOc1ccc(Br)cc1 (stereo unspecified),1629,2002
COc1ccc(C(C)(C)C)cc1S(=O)(=O)N1CCC(C(N)=O)CC1,1482,1485
COc1ccc(-c2csc(N3C(=O)CNC3=S)n2)cc1,1569,1824
CCn1c2ccccc2c2cc(NC(=O)C(=O)N3CCOCC3)ccc21,1524,1737

# Main list, previewed entries included:
SMILES,SRC3 TRFRET art,SRC1 TRFRET art
O=C(Cc1cc(=O)[nH]c(=O)[nH]1)N1CCN(C(=O)c2ccco2)CC1,1641,1546
OC(CNC1CCCCC1)COCCOc1ccc(Br)cc1 (stereo unspecified),1629,2002
COc1ccc(C(C)(C)C)cc1S(=O)(=O)N1CCC(C(N)=O)CC1,1482,1485
COc1ccc(-c2csc(N3C(=O)CNC3=S)n2)cc1,1569,1824
CCn1c2ccccc2c2cc(NC(=O)C(=O)N3CCOCC3)ccc21,1524,1737
CCC(Nc1ccc(OC)cc1)C(=O)N/N=C/c1ccc([N+](=O)[O-])cc1 (stereo unspecified),1558,1776
C/C(=N/OC(=O)C1CC1)c1cc(-c2ccc(Cl)cc2)no1,1582,1661
CCN(CC)S(=O)(=O)N1CCC(C(=O)NCc2ccc3c(c2)OCO3)CC1,1778,2022
C[C@H](NC(=O)c1nc[nH]c1C(=O)N[C@@H](C)c1ccccc1)C(=O)OC(C)(C)C,1636,1610
O=C(COC(=O)c1ccccc1C(=O)c1ccc(Cl)cc1)NCCc1ccccc1,1459,1662
O=C(CSc1ncccn1)N/N=C/c1cccc(OC2CSC2)c1,1604,1653
O=C(NN1C(=O)c2cc(Br)ccc2NC1c1cc(Br)cc(Br)c1O)c1ccncc1 (stereo unspecified),1680,1959
Cc1ccccc1NC(=O)c1sc(NC(=O)COc2ccccc2)c(C#N)c1C,1553,1631
Cc1ccc(C2=NN(C(=O)C3CCCO3)C(c3ccco3)C2)cc1 (stereo unspecified),1452,1685
Cc1cccc(Cn2nc(-n3cccc3)c3c(C)cc(C)nc32)c1,1576,1896
OCCCn1c(-c2ccccc2)csc1=Nc1ccccc1,1646,1965
O=C(CCC1CCCCC1)Nc1ccc(C(=O)c2ccncc2)cc1,1666,1979
CC(C)CC(=O)NC(=S)Nc1cccc2nsnc12,4035*,5013*
Cc1ccc(C(=O)NC(=S)N2CCN(c3ccccc3F)CC2)cc1,1544,1522
CC1=Nc2ccc(Br)cc2C(c2ccccc2)N1CC(=O)NN (stereo unspecified),1544,1900
C/C(=N\NC(=O)c1ccc(Cl)cc1)c1cccs1,1564,1770
Cc1cccc(N(CC(=O)N2CCN(c3ccccc3F)CC2)S(C)(=O)=O)c1,1498,1629
COC(F)(C(=O)Nc1ccc2c(c1)C(=O)NC2=O)C(F)(F)F (stereo unspecified),1457,1790
C/C(=N\NC(=O)CN(c1ccccc1Br)S(C)(=O)=O)c1cccs1,1568,1712
O=C(NS(=O)(=O)Oc1ccc(F)c(Cl)c1)OC[C@@H]1CCCN2CCCCC12 (stereo partly specified),1494,1667
O=C(c1ccc(Cl)c([N+](=O)[O-])c1)N(Cc1cccc(Cl)c1)C1CCS(=O)(=O)C1 (stereo unspecified),1587,1647
CC(=O)c1ccc(NC(=O)c2ccccc2Sc2ncnc3sc(C)c(C)c23)cc1,1747,1786
O=C(C1=C[C@H](c2ccccc2)C[C@H](OCc2ccc(CO)cc2)O1)N1CCN(Cc2ccccc2)CC1,1544,1742
COc1ccc(C(=O)NC(=S)Nc2cccnc2)cc1[N+](=O)[O-],1805,1868
CCOC(=O)/C=c1\s/c(=C\c2ccc(C(F)(F)F)cc2)c(=O)n1CC(=O)NCc1ccco1,1573,1639

# A different layout for part of the listing above:
molecule	SRC3 TRFRET art	SRC1 TRFRET art
C/C(=N\NC(=O)CN(c1ccccc1Br)S(C)(=O)=O)c1cccs1	1568	1712
O=C(NS(=O)(=O)Oc1ccc(F)c(Cl)c1)OC[C@@H]1CCCN2CCCCC12 (stereo partly specified)	1494	1667

# Next section:
SMILES,SRC3 TRFRET art,SRC1 TRFRET art
Cc1cc(=O)[nH]c(-c2cccnc2)n1,1577,1590
Brc1cccc(/C=N/Nc2nc(N3CCCCC3)nc(N3CCCCC3)n2)c1,1579,1678
COC(=O)C1=C(SC)N(c2ccccc2)C(c2ccccc2)CC1=O (stereo unspecified),1610,1891
O=C1C(Cl)=C(Nc2ccc(F)cc2)C(=O)N1CCc1ccccc1,1667,1752
N#CCOc1ccc2oc(-c3ccco3)cc(=O)c2c1,1408,1895
CN(C)S(=O)(=O)c1ccc(C(=O)OCC(=O)Nc2cccnc2Cl)cc1,1530,1751
Cc1ccc(NC(=O)NN2CCOCC2)cc1,1603,1804
O=C(O)c1ccccc1NC(=O)N1CCOCC1,1777,1768
CCOc1ccc(C(C)=O)cc1CSc1nnc(-c2ccncc2)n1CCOC,1487,1818
Cc1n[nH]c(C)c1N=Nc1ccc(Br)cc1,1478,1815
Cc1ccccc1NC(=S)Nc1ccc(Br)cc1,1678,1777
CN(C)c1nnnn1-c1ccc(Cl)cc1,1550,1837
CCC(C)NC(=O)CCS(=O)(=O)c1ccc2c(c1)n(C)c(=O)c(=O)n2C (stereo unspecified),1649,1836
CC(=O)c1cccc(NC(=O)CSc2nc(N3CCCCC3)nc(N3CCCCC3)n2)c1,1777,1808
CC(=O)N1CCCc2cc(S(=O)(=O)N3CCN(c4ccccn4)CC3)ccc21,1605,1851
CC(C)c1ccc2nc(N)sc2c1,1412,1526
Cc1cc(C)c(C#N)c(N2CCC(C(N)=O)CC2)n1,1570,1887
O=S1(=O)N=C(Nc2ccc(O)cc2)c2ccccc21,1705,2021
Cc1ccc(S(=O)(=O)N[C@H](C(=O)OCC(=O)N2N=C(c3ccc(Cl)cc3)CC2c2ccco2)C(C)C)cc1 (stereo partly specified),1634,1818
N#Cc1cc(-c2ccccc2)nc(Oc2ccc(Cl)cc2)n1,1523,1887
CCCCn1cnc2sc3c(c2c1=N)CCCC3,1678,1832
CCOC(=O)N1CCC(=NNc2ncc(C(F)(F)F)cc2Cl)CC1,1597,1757
CCOc1ccc(CN(C)CC(=O)Nc2cc(OC)c([N+](=O)[O-])cc2C)cc1,1322,1512
NC1=NS(=O)(=O)NC1c1ccc(Br)cc1 (stereo unspecified),1601,1775
N#Cc1cnc(SCC(=O)NNC(=O)COc2cccc3ccccc23)nc1N,1370,1488
O=C(NC(Cc1ccccc1)C(=O)O)c1ccccc1 (stereo unspecified),1540,1799
O=C(CSc1nc2ccccc2[nH]1)NCc1ccc(F)cc1,1710,1803
CN1CCN(c2nc(-c3cc4ccccc4o3)cs2)CC1,1664,1857
COC(=O)C1=C(C)Nc2c(c(=O)n(C)c(=O)n2C)C1c1ccc(C)cc1 (stereo unspecified),1417,1492
NCCCC[C@@H]1NC(=O)c2cc([N+](=O)[O-])cc(I)c2SC[C@@H](C(N)=O)NC(=O)[C@H](CCC(N)=O)NC1=O,1714,1518

# Single values from the entries so far:
# `CN1CCN(c2nc(-c3cc4ccccc4o3)cs2)CC1` in SRC1 TRFRET art reads 1857
# `NCCCC[C@@H]1NC(=O)c2cc([N+](=O)[O-])cc(I)c2SC[C@@H](C(N)=O)NC(=O)[C@H](CCC(N)=O)NC1=O` in SRC3 TRFRET art reads 1714
# `NC1=NS(=O)(=O)NC1c1ccc(Br)cc1` (stereo unspecified) in SRC1 TRFRET art reads 1775
# `CCOc1ccc(CN(C)CC(=O)Nc2cc(OC)c([N+](=O)[O-])cc2C)cc1` in SRC1 TRFRET art reads 1512
# `CCCCn1cnc2sc3c(c2c1=N)CCCC3` in SRC1 TRFRET art reads 1832
# `N#Cc1cnc(SCC(=O)NNC(=O)COc2cccc3ccccc23)nc1N` in SRC1 TRFRET art reads 1488

# Remaining list, next part.
SMILES,SRC3 TRFRET art,SRC1 TRFRET art
CCCCN(CC)Cc1ccc(CNC(=S)Nc2ccccc2F)o1,1455,1875
COCCOC(=O)C(C#N)c1nc2ccccc2nc1N1CCN(Cc2ccccc2)CC1 (stereo unspecified),1491,1854
COc1ccccc1N(CC(=O)Nc1cccc(C(F)(F)F)c1)S(C)(=O)=O,1573,1872
Cc1cc(C)c(S(=O)(=O)Nc2cc(SCC(=O)O)c(O)c3ccccc23)cc1C,1634,1728
COC(=O)c1ccc(C(=O)OC)c(NC(=O)COC(=O)c2ccccc2OC)c1,1794,1673
C#CCOc1ccc(C2C3=C(COC3=O)Nc3cc4c(cc32)OCO4)cc1OC (stereo unspecified),1640,1703
O=C(CCNC(=O)c1ccc(Cl)cc1)Nc1ccc(Cl)cc1F,1498,1513
COc1ccc(NC(=O)CSc2nc3nc(-c4cccs4)cc(C(F)(F)F)c3c(=O)[nH]2)c(OC)c1,1639,1652
COc1cccc(CNC(=O)Cc2csc(Nc3nc(=S)[nH]c4ccccc34)n2)c1,1281,1955
COc1ccc(CCNC(=O)c2nc(-c3cccs3)no2)cc1OC,1869,1958
CCn1ccnc1CN(C)Cc1cn(-c2ccccc2)nc1-c1ccc(OC)cc1F,1464,1843
Cc1noc(C)c1C(=O)N1CCCC(C(=O)c2cccc(C(F)(F)F)c2)C1 (stereo unspecified),1672,1954
COC(=O)C1CC(=O)c2sccc2C1 (stereo unspecified),1595,1797
CC1(C)CC(=O)C2=C(C1)NC(Nc1nc3ccccc3o1)=NC2c1ccccn1 (stereo unspecified),1436,1689
CCOC(=O)N1CCN(Cc2nc(C3CC3)no2)CC1,1858,1701
Cc1cc(/C=N/NC(N)=S)c(C)n1-c1ccc(Cl)c(Cl)c1,1800,1876
COc1cc(C2Nc3c(F)cccc3C3C=CCC32)cc(Br)c1OC (stereo unspecified),1537,2051
O=C1c2ccccc2C(=O)C1(CO)c1ccccc1,1640,1945
COc1ccccc1CNC(=O)C1CCN(S(=O)(=O)c2ccc3c(c2)OCCCO3)CC1,1622,1818
Cc1nc2ccccn2c1C(=O)NNC(=S)Nc1ccc(Cl)cc1,1521,1660

# Grouped by structure, those above containing a tert-butyl group
SMILES,SRC3 TRFRET art,SRC1 TRFRET art
COc1ccc(C(C)(C)C)cc1S(=O)(=O)N1CCC(C(N)=O)CC1,1482,1485
C[C@H](NC(=O)c1nc[nH]c1C(=O)N[C@@H](C)c1ccccc1)C(=O)OC(C)(C)C,1636,1610

# (next part)
SMILES,SRC3 TRFRET art,SRC1 TRFRET art
Cc1oc(C)c2c(=O)ccc3c(c12)OC(N)=C(C#N)C3c1ccc(F)cc1 (stereo unspecified),1359,1836
CCNC(=O)COC(=O)/C=C/c1c(C)nn(Cc2cccc(OC)c2)c1Cl,1730,1737
O=C(CN1C(=O)c2cccc3cccc(c23)C1=O)NCCN1CCOCC1,1483,1757
Cc1ccccc1NC(=O)c1c(C)nn(-c2ccccc2)c1Cl,1491,1486
Cc1ccnc(NS(=O)(=O)c2ccc(NC(=O)c3ccc([N+](=O)[O-])s3)cc2)n1,1784,1673
CC(=O)c1ccccc1NS(=O)(=O)c1ccccc1Cl,1750,1676
COc1cccc(N=Cc2ccc(O)cc2O)c1,1493,2009
O=C(Nc1ccccc1)c1cc(Cl)nc2ccccc12,1513,2037
Cn1c(=O)c(C(=O)NC2CCCCCCC2)c(O)c2ccccc21,1661,3217*
CCN(CC)N=Nc1ccc(C(=O)O)cc1,1414,1721
C=C(C)Cn1c(SCC(=O)N/N=C/c2c(O)ccc3ccccc23)nc2ccccc2c1=O,1396,1698
CC1=C(C(=O)OC2CCCCC2)C(c2cccnc2)n2nnnc2N1 (stereo unspecified),1555,1740
Cc1[nH]c(=O)[nH]c(=O)c1NC(=O)c1ccc(OC(C)C)cc1,1666,1922
CCC(=O)Nc1ccc2c(c1)ncn2C,1615,1762
CCOc1cc(/C=C/C(=O)OCC(=O)NC2CCS(=O)(=O)C2)ccc1OCc1ccccc1 (stereo unspecified),1549,1779
O=C(Nc1ccccc1-c1ccccc1)c1cccs1,1598,1751
O=C(O)C1CC=CCC1C(=O)Nc1ccccc1Cl (stereo unspecified),1563,2022
Cc1c(NC(=S)NC(=O)c2sc3ccccc3c2Cl)cccc1C(=O)O,1722,2044
CCOC(=O)c1c(C)nc(SCC(N)=O)c(C#N)c1-c1ccccc1,1538,1617
CC(C)CCNC(=O)NC(=O)COC(=O)/C=C/c1cccc([N+](=O)[O-])c1,1560,1733
CN1C(=S)NC(C)(C)CC1(C)c1ccc(O)cc1O (stereo unspecified),1626,1947
CS(=O)(=O)NN1C(=O)c2ccccc2NC1c1cc2ccccc2nc1Cl (stereo unspecified),1599,1930
COc1ccc(C2=Nc3ccc(Br)cc3C(c3ccccc3)N2CC(=O)NN)cc1 (stereo unspecified),1744,1911
CCC(CC)NC(=O)CSc1nnc(-c2c[nH]c3ccccc23)o1,1578,1934
OC(CNCc1ccccc1C(F)(F)F)C(F)(F)F (stereo unspecified),1541,1550
Cc1ccc(C(=O)N(CC(=O)NC2CCCC2)c2ccccc2C)s1,1676,1847
O=C(CSc1nnc(-c2ccncc2)n1-c1ccccc1Cl)Nc1ccc(C(=O)O)cc1,1473,1839
CC1(C)C(=O)Nc2ccccc2N1C(=O)CN1C(=O)C(=O)N(C2CCCC2)C1=O,1485,1857
CCC(C)(C(=O)NC1CCCCC1)N(Cc1ccco1)C(=O)CC1NC(=O)NC1=O (stereo unspecified),1665,2019
Cc1ccc(C(C)NC(=O)C23CC4CC(CC(C4)C2)C3)cc1 (stereo unspecified),1586,1650
O=C(Cn1c(=O)c(=O)n(Cc2ccccc2)c2ccc(Cl)cc21)Nc1cc(F)ccc1F,1513,1817
CCOC(=O)c1ccc(S(=O)(=O)N2CCN(C(=O)c3nn(C)c(=O)c4ccccc34)CC2)cc1,1515,1798
O=C(O)CC(NC(=O)Cc1ccc(Cl)cc1)c1ccco1 (stereo unspecified),1414,1931
Cc1ccc(-c2cc(C(=O)OC3CCOC3=O)c3ccccc3n2)c(C)c1 (stereo unspecified),1470,1516
CCC1CCCCN1C(=O)COC(=O)c1ccc(S(=O)(=O)N2CCOCC2)cc1 (stereo unspecified),1566,1942
COC(=O)c1cc(C(=O)OCC(=O)Nc2ccccc2OC(F)F)cc([N+](=O)[O-])c1,1600,1864
O=C1N/C(=C/c2cccs2)C(=O)N1Cc1ccc(Br)cc1,1713,2237
